Assay outcomes (PubChem)
T cell HTS = modulates CD8 T cell binding to vesicles; 2C CD8+ T cell-vesicle binding, flow cytometry; active compounds read low; calls only at 7 µM; actives 0.068% (n = 330,000);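 active means response, share of CD8 T cells binding vesicles, and their 90th percentile fluorescence all below set limits, cut at about 80% in these data, passing the limit was not always enough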
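material = purified 2C TCR transgenic mouse naive CD8+ T cells | controls = Unloaded micro-vesicles (low), QL9 vesicles with 0.7% DMSO (high) | detection = cytometric PE anti-B7-1 and Alexa647 anti-CD8 signals after 1% paraformaldehyde fixation | incubation = binding step 1.5 h, 37 °C, antibody labelling 20 min, ice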
RSV antiviral HEp-2 = RSV antiviral activity via CPE protection, HEp-2 cells, primary 10 µM value included (AID 2391); HEp-2 cells, RSV-induced CPE inhibition; higher % means a stronger effect; one-dose CPE inhibition, % at 10 µM; IC50 in µM for titrated hits; actives 0.13% (n = 310,000); in the data active means a potency from the dose series; inconclusive means CPE inhibition mostly from about 23% at the one dose, without a potency; inactive means the rest, 99 in 100 with CPE inhibition below about 21%; further: strong numbers were not always called active
Myeloid diff MLP = promotes myeloid progenitor differentiation. calls only at 10 µM. actives 1% (n = 360,000). ER-HoxA9 myeloid progenitors, lysozyme-GFP differentiation, flow cytometry. AID 624256;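 active means normalized GFP-positive differentiation at or above the plate's own cutoff, the solvent-only control mean plus 3 SD; inconclusive means no clear call, values can overlap the other calls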;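 further: cells exposed to compound for four days before flow analysis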
WT yeast gro inh = growth inhibition of WT yeast, mitochondrial fusion screen; mitochondrial fusion phenotypic screen, WT strain; inhibition, % at 10 µM; actives 2.1% (n = 190,000); AID 1362; in the data active means inhibition above about 58%; tested in S. cerevisiae
PhoP inhibition = PhoP-dependent GFP reporter repression – Salmonella Typhimurium, primary screen (AID 1863). actives 0.16% (n = 300,000). one-dose inhibition, % at 50 µM; IC50 in µM for titrated hits. S. Typhimurium PhoP-regulated promoter GFP reporter, 4 h; higher % means a stronger effect;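 active means inhibition over 29.93%, a cutoff 3 SD above the screen mean, later confirmed by dose response; inconclusive means inhibition over 29.93% but no dose response follow-up; inactive means inhibition at most 29.93% or unconfirmed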;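 further: 0% = low Mg2+ inducing control and 100% = high Mg2+ repressing control; strong numbers were not always called active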
West Nile antiviral = West Nile virus antiviral activity, cell-based, CPE readout (AID 1621); West Nile virus-infected cells, CPE inhibition; higher % means a stronger effect; CPE inhibition, % at 10 µM, or IC50 in µM where a hit was titrated; actives 0.02% (n = 290,000); in the data active means a potency from the dose series; inconclusive means CPE inhibition mostly from about 3.7% at the one dose, without a potency; inactive means the rest, 99 in 100 with CPE inhibition below about 2.2%; further: strong numbers were not always called active
Rac1 GTP hydrolysis = MgcRacGAP GTPase-activating activity inhibitors, confirmation, biochemical, ADP Hunter fluorescence. actives 0.6% (n = 340,000). inhibition, % at 30 µM, or IC50 in µM where a hit was titrated. MgcRacGAP-stimulated Rac1 GTP hydrolysis, ADP Hunter fluorescence; higher % means a stronger effect; GST-tagged Rac1 F28L mutant substrate. AID 624330;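 active means first-screen hits whose inhibition reached a set limit at any dose in the follow-up dose series; inconclusive means inhibition above the set first-screen limit but never retested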;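 further: fluorescence reports GDP produced by GAP-driven GTP hydrolysis; strong numbers were not always called active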
Large T inhibition = SV40 large T antigen inhibitors, biochemical (AID 1903) | SV40 large T antigen ATPase/helicase inhibition assay; higher % means a stronger effect | inhibition, % at 20 µM; hits with a dose series show IC50 in µM | actives 0.39% (n = 310,000); in the data active means a potency from the dose series; inconclusive means inhibition mostly from about 32% at the one dose, without a potency; inactive means the rest, 99 in 100 with inhibition below about 32%; further: strong numbers were not always called active
b-catenin transl = beta-catenin nuclear translocation modulation. HeLa beta-catenin nuclear translocation, immunofluorescence imaging. nuclear translocation activity, % at 5 µM. actives 0.3% (n = 190,000). AID 1665;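 active means nuclear translocation activity above 50% at 5 µM, with a well cell count of 50 or more; inconclusive means wells under 50 cells across six images, flagged as toxic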;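 further: per-cell ratio of nuclear to cytoplasmic median beta-catenin stain intensity; plate controls were DMSO negative control for no effect and GSK-3 inhibitor IX positive control for full effect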
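Test system: human HeLa cells, native beta-catenin. Compound dosing: 5 µM primary single dose, 0.1% DMSO, 0.02–20 µM confirmation series. Incubation: compound exposure 24 h at 37°C. Detection: beta-catenin immunostaining with DAPI counterstain, 20x imaging, 6 fields/well. Read-out basis: Nuclear/cytoplasmic beta-catenin signal ratio, % activation.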
WT yeast gro inh mutant strain = also measured in WT yeast gro inh; calls as there; inhibition, %; mitochondrial fusion phenotypic screen, mutant strain inhibition
b-catenin transl cell count 5 µM = recorded beside b-catenin transl, whose call it bears; cell count; measured here: cell count, cytotoxicity flag
T cell HTS vesicle-bound % = further read-out of T cell HTS, marked with its call; double positive events, %; measured here: CD8+ vesicle-bound cell fraction;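 binding gate set so that unloaded-vesicle control wells show 10% double positive cells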
Myeloid diff MLP GFP+ MAC1+ % = second read-out of Myeloid diff MLP, no call of its own (marks repeat the call); GFP+ MAC1+ double positive, %; measured here: differentiation confirmed by MAC1 staining
Numbers without * were called inactive; i = inactive; u = inconclusive; x = not tested or not shown; + = active, no number. Rows were taken by chance; 3.6% or so of the library scored in one or more.

SMILES	T cell HTS	T cell HTS vesicle-bound %	RSV antiviral HEp-2	Myeloid diff MLP	Myeloid diff MLP GFP+ MAC1+ %	WT yeast gro inh	WT yeast gro inh mutant strain	PhoP inhibition	West Nile antiviral	Rac1 GTP hydrolysis	Large T inhibition	b-catenin transl	b-catenin transl cell count 5 µM
Cc1ncc(CN2CCC(C(=O)Nc3cccc(-c4cscn4)c3)CC2)cn1	i	17	6.9%	i	0.7	x	x	-2%	-0.4%	-3%	26%	x	x
C=CCN1N=C(/C=C/c2ccccc2)CCC1=O	i	32	2.8%	i	0.1	-13	-3	0%	0.4%	4%	9%	-2.5	1098
CN(c1ccccc1)S(=O)(=O)c1ccc(NC(=O)c2ccccc2C(=O)O)cc1	i	32	1.9%	i	0.7	x	x	x	x	6%	23%	x	x
COc1cc2c(cc1OC)-c1nc3ccccc3c(=O)n1C(C)(C)C2	i	40	-0.7%	+	21*	14	18	19%	1.6%	7%	1%	x	x
COc1cc2c(cc1OC)-c1cc(OCCN3CCOCC3)nc(=O)n1CC2	i	22	0.6%	+	2.4*	5	-8	-6%	0.1%	2%	19%	-3.9	931
Cc1ccc(-c2noc(CCC(N)=O)n2)cc1	i	55	1.5%	i	1.0	-6	-21	2%	0.1%	4%	1%	-7.2	939
Fc1ccc(CSc2nncn2NCc2ccc3c(c2)OCO3)cc1	i	36	-0.5%	i	0.6	-9	-22	-4%	x	4%	-2%	x	x
COc1ccc(S(=O)(=O)NNC(=O)c2cc3cc4ccccc4nc3s2)cc1	i	30	2.1%	i	0.6	1	-2	11%	-0.2%	9%	8%	-3.3	1003
Cc1nn(Cc2ccccc2)c(Cl)c1/C=C/C(=O)OCC(=O)N(C)C1CCS(=O)(=O)C1 (stereo unspecified)	i	56	0.6%	i	0.1	2	-1	2%	0.9%	1%	3%	2.2	1077
Cc1cc(F)ccc1S(=O)(=O)Nc1ncnc2sccc12	i	53	-0.3%	i	0.4	-7	-8	-6%	0.0%	-6%	10%	-1.2	1078
Cn1c(COc2ccc(Br)cc2)nnc1SC1CCc2ccccc2C1=O (stereo unspecified)	i	46	7.3%	i	0.7	-3	-11	1%	-1.6%	2%	25%	1.9	1007
Fc1ccc(N=Cc2ccc[nH]2)cc1	i	16	-0.1%	i	0.5	x	x	-6%	0.0%	-5%	8%	x	x
Cc1onc(-c2ccccc2)c1C(=O)NNC(=S)NC(=O)c1ccc(Cl)cc1Cl	i	14	9.0%	i	0.2	-23	-54	17%	0.5%	8%	22%	-3.0	1258
CCOC(=O)c1sc(N=NC2=C(O)CC(C)(C)CC2=O)c(C(=O)OCC)c1C	i	19	3.4%	i	0.8	-7	11	-1%	0.1%	0%	26%	0.0	1003
CCS(=O)(=O)N1CCCC(C(=O)NCCCN2CCCC2=O)C1 (stereo unspecified)	i	37	-0.1%	i	0.9	-2	11	9%	0.5%	5%	-4%	-0.4	1096
CCCc1nn(C)c2c1C(c1cccnc1)C(C#N)=C(N)O2 (stereo unspecified)	i	33	0.8%	i	0.1	-4	-15	29%	-0.2%	5%	10%	0.0	1000
COc1ccc(CN2CCCC(C(=O)c3cccc(OC(C)C)c3)C2)cc1Cn1cccn1 (stereo unspecified)	i	27	-1.7%	i	0.2	5	-2	x	-1.4%	9%	4%	0.9	1024
CCN1CCN(Cc2nc3c(c(=O)n(C)c(=O)n3C)n2CCc2ccccc2)CC1	x	x	x	i	1.7	8	0	-2%	0.0%	10%	-10%	-0.8	499
Cc1ccc(CN2C(=O)c3ccccc3NC2c2cc(Br)ccc2O)cc1 (stereo unspecified)	i	45	7.7%	i	0.8	x	x	3%	-0.6%	5%	3%	x	x
CCOC(=O)CN=C/C(C(C)=O)=C(/C)O	i	9	1.8%	i	0.9	-6	-18	6%	0.2%	3%	1%	1.9	1020
O=C(Nc1ccc(Oc2cccnc2)cc1)C1CCN(Cc2cccc(Cl)c2)CC1	i	26	-0.9%	i	1.1	x	x	0%	0.1%	2%	4%	x	x
N=c1n(Cc2ccccc2)c2ccccc2n1Cc1ccccc1	i	43	11%	i	0.0	11	6	5%	-2.1%	8%	-1%	x	x
O=C(Nc1nnc(CCN2CCCCC2)s1)c1cccc(Cl)c1	i	24	x	i	0.3	x	x	0%	-0.2%	12%	-1%	0.2	1308
CC1CC(=O)Nc2ccccc2N1C(=O)CN1CCN(C=O)CC1 (stereo unspecified)	i	59	2.4%	i	0.7	0	2	7%	1.4%	13%	5%	-1.1	1129
CC(=O)O/N=C/c1c(Cl)n(C)c2ccccc12	i	24	11%	i	0.0	5	2	1%	-0.6%	10%	8%	-3.7	1102
COc1ccccc1-c1cc(-c2ccc(O)cc2)nc(N)c1C#N	i	24	2.8%	i	0.2	x	x	5%	2.7%	1%	9%	x	x
O=C(/C=C/c1ccc(O)c(O)c1)c1ccccc1O	i	24	5.5%	i	1.1	x	x	-12%	-0.8%	u	17µM*	11	1185
CC1CN(S(=O)(=O)c2ccc(C(=O)Nc3nc(-c4cc5ccccc5o4)cs3)cc2)CC(C)O1 (stereo unspecified)	i	45	21%	i	0.2	0	-22	-10%	-0.1%	12%	7%	-0.7	934
COc1ccccc1NC(=O)c1cc(C)nc2ccccc12	i	53	1.0%	i	0.8	-7	-7	0%	-0.4%	12%	24%	-3.3	1085
Cc1cc(NC(=O)C2CCCC2)n(-c2nc3ccccc3[nH]2)n1	i	60	1.0%	i	1.1	-9	39	3%	1.9%	6%	10%	0.7	1356
Cc1[nH]cnc1CN1CCc2c(c3ccccc3n2C)C1=O	i	36	-1.5%	i	1.7	x	x	1%	-0.1%	1%	18%	x	x
Cc1ccc(NC(=O)c2cc(-c3ccccc3O)n[nH]2)cc1C	i	57	-0.1%	i	0.9	x	x	2%	-0.5%	3%	22%	x	x
CCOc1ccccc1Oc1coc2cc(OC)ccc2c1=O	i	50	1.2%	i	1.0	-31	-29	-2%	0.1%	3%	-2%	0.4	1323
CCCOc1cccc(C2/C(=C(/O)c3ccccc3)C(=O)C(=O)N2CCN(C)C)c1 (stereo unspecified)	x	x	x	i	0.9	2	4	6%	x	6%	3%	-3.9	1229
O=C(CNC(=O)c1ccc(Cl)cc1Cl)OCC(=O)N1CCCC1=O	i	33	10%	i	0.8	x	x	-4%	x	-2%	11%	x	x
COC(=O)C1=C(C)NC(=O)NC1c1cn(-c2ccccc2)nc1-c1cccs1 (stereo unspecified)	i	12	4.2%	i	0.7	-3	-1	5%	-0.3%	8%	13%	0.2	1066
CCCc1cc(=O)[nH]c(SCC(=O)N2CCC(C(=O)OCC)CC2)n1	i	62	2.1%	i	1.1	-4	4	-6%	0.6%	2%	3%	x	x
CCOC(=O)CC(=O)CSc1nc(C)nc2c1oc1ccccc12	i	22	3.1%	i	0.7	83*	1.3*	2%	0.1%	12%	7%	1.0	1036
Cc1ccc2c3c([nH]c2c1)C(=O)CC(C)(C)S3	i	44	0.2%	i	0.9	-14	-12	x	0.0%	8%	x	0.4	912
Cc1cc(-c2nc(C)c(-c3nnc(SCC(=O)Nc4ccccc4)n3C)s2)no1	i	6	0.6%	i	0.4	x	x	-1%	-0.1%	5%	4%	-3.7	1164

Only RSV antiviral HEp-2 and b-catenin transl, for some of the entries so far:
smiles | RSV antiviral HEp-2 | b-catenin transl
COc1ccccc1-c1cc(-c2ccc(O)cc2)nc(N)c1C#N | 2.8% | x
COc1ccc(CN2CCCC(C(=O)c3cccc(OC(C)C)c3)C2)cc1Cn1cccn1 (stereo unspecified) | -1.7% | 0.9
CCOc1ccccc1Oc1coc2cc(OC)ccc2c1=O | 1.2% | 0.4

Printed as active in Large T inhibition, among the entries above:
structure,T cell HTS,T cell HTS vesicle-bound %,RSV antiviral HEp-2,Myeloid diff MLP GFP+ MAC1+ %,WT yeast gro inh mutant strain,PhoP inhibition,West Nile antiviral,Rac1 GTP hydrolysis,Large T inhibition
O=C(/C=C/c1ccc(O)c(O)c1)c1ccccc1O,i,24,5.5%,1.1,x,-12%,-0.8%,u,17µM*

Remaining list, next part:
SMILES	T cell HTS	T cell HTS vesicle-bound %	RSV antiviral HEp-2	Myeloid diff MLP	Myeloid diff MLP GFP+ MAC1+ %	WT yeast gro inh	WT yeast gro inh mutant strain	PhoP inhibition	West Nile antiviral	Rac1 GTP hydrolysis	Large T inhibition	b-catenin transl	b-catenin transl cell count 5 µM
COc1cc2[nH]c(=O)n(CCC(=O)NCCC(C)C)c(=O)c2cc1OC	i	22	0.8%	i	0.4	20	12	-3%	-0.1%	6%	14%	x	x
O=C(CCCN1C(=O)C(c2ccccc2)Oc2cccnc21)NCCc1ccc(Cl)cc1 (stereo unspecified)	i	14	4.3%	i	2.7	x	x	-7%	-0.2%	11%	13%	x	x
COc1ccc2c(c1OC)C(C1c3c(cc4c(c3OC)OCO4)CCN1C)OC2=O (stereo unspecified)	i	42	0.8%	i	0.8	-6	-35	-2%	-0.2%	8%	0%	-0.7	1055
O=C(COC(=O)c1ccc(Br)cc1)NCCN1C(=O)CSC1=O	i	53	1.8%	i	0.7	5	-3	1%	0.3%	7%	-1%	-0.1	1065
CC(=O)Nc1ccc(S(=O)(=O)N2CCC(C(=O)NCCC(=O)NCc3ccncc3)CC2)cc1	i	56	0.4%	i	4.5	x	x	-2%	-0.2%	12%	2%	x	x
CCOCC(=O)OCC(=O)NC12CC3CC(CC(C3)C1)C2	i	24	1.1%	i	0.8	-8	7	-7%	-0.3%	-3%	4%	3.4	1068
